MmCpn inh: blocks the Methanococcus maripaludis chaperonin Mm-Cpn. 0.031% of 330,000 active. AID 504842. Potency, µM (doses to about 76.9 µM), without a hit: top-dose activity, negative = inhibition, hits mostly inhibitors. purified Mm-Cpn ATPase, ADP Transcreener TR-FRET; also: potency is read from the fitted curve at half-maximal effect; % is scaled to controls: 0 for no effect and ±100 for the full control effect; nearly all actives have a fitted effect of over 80% in size
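Measured: ADP formation by purified Mm-CPN. Conditions: 25 nM protein, 10 uM ATP, Tris pH 7.4 with Mg2+, K+ and DTT, 37°C for 30 min. Detection: Transcreener HTRF after 30 min at room temperature.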
pAkt inh: blocks phosphorylation of Akt | 0.32% of 360,000 active | activity change, % for hits at 50 µM | Neuro2A IGF-stimulated pAkt S473 HTRF, 20 min; active compounds read low | AID 651550; in the data active = activity change below about -80%; inconclusive = mostly about -51% to -80%; also: % is scaled to controls: 0 for no effect and ±100 for the full control effect
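Neuro2A cells (4,500/well, DMEM with 0.5% FBS) were treated with compound at a single 50 µM final concentration, stimulated with 6 nM IGF for 20 min at 37 °C, and lysed. Phospho-Akt Ser473 was read by HTRF as 665/615 ratio ×10^4.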
A549 tox: kills or reduces viability of A549 cells in Nrf2 counter-screen. A549 ARE-Fluc cells, CellTiter-Fluor viability, 18-24 h. Potency, µM (titrated, usually from 46 µM), for the others: at the top dose activity change, negative = cytotoxicity, usual class: inhibitors. 0.16% of 390,000 active; also: potency is read from the fitted curve at half-maximal effect; % is scaled to controls: 0 for no effect and ±100 for the full control effect
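Cytotoxicity counterscreen: CellTiter-Fluor fluorescence was measured in A549 ARE_Fluc cells after 18-24 h of compound exposure in a concentration series. The subsequent BugLite luminescent read reports ARE-luciferase activity.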
Nrf2 ARE act: activates Nrf2 signaling | AREc32 ARE-luciferase reporter (MCF7-derived line), luminescence, 24 h | Potency, µM (top dose mostly 46.1 µM), without a hit: at the top dose activation, usual class: activators | 0.31% of 410,000 active | AID 624171; also: potency is read from the fitted curve at half-maximal effect; % of control where 0% means no effect; nearly all actives have a fitted effect of over 65% in size
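AREc32_Fluc, 1000 cells/well, OPTI-MEM + 5% FBS, o/n 37 deg C 5% CO2; 23 nL cpd by pin tool, 24 hr; Steady-Glo 30 min RT, luminescence.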
TGFb SMAD3 inh: TGF-b pathway inhibition; HepG2 CAGA-GFP TGF-b/SMAD3 reporter, GFP fluorescence, 18 h; TGF-beta stimulated, 500 pg/mL final; Potency, µM (doses to about 46.1 µM), for inactives: at the highest dose activity, negative = inhibition, most hits filed as inhibitors; 1.2% of 410,000 active; also: potency is read from the fitted curve at half-maximal effect; % is scaled to controls: 0 for no effect and ±100 for the full control effect; nearly all actives have a fitted effect of over 65% in size
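Inhibition was scored as loss of TGF-beta-induced (500 pg/mL final, 18 hours, 37 degrees C) GFP in HEPG2 cells carrying a CAGA-GFP reporter, in DMEM with 1% FBS. Well GFP was summed per cell; Activity was normalised to unstimulated and stimulated DMSO wells, then concentration-response fitting.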
ATXN viability: reduces viability in counter-screen for ATXN expression inhibitors. S2 cells (HEK-293 line with an ATXN2-luciferase reporter) viability, CellTiter-Fluor protease fluorescence, 24 h. Potency, µM (highest dose often 56.7 µM), actives largely listed as cytotoxic. 0.49% of 400,000 active. AID 651635; also: potency is read from the fitted curve at half-maximal effect; nearly all actives have a fitted effect of over 40% in size
HepG2 viability: HepG2 cytotoxicity, counter-screen for TGF-b inhibitors | HepG2 CAGA-GFP viability, ATP luminescence, 18 h | 0.76% of 410,000 active | Potency, µM (doses to about 46.1 µM), without a hit: at the highest dose activity change, negative = cytotoxicity, usual class: cytotoxic; also: potency is read from the fitted curve at half-maximal effect; some results filed as inactive show a strong effect at the top dose
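HepG2 CAGA-GFP cells (1000/well, DMEM with 1% FBS) received compound, then TGF-beta at 500 pg/mL final, and were incubated 18 hours at 37 degrees C. Viability was read by CellTiter-Glo luminescence. Media-only wells were set as complete cell-killing and DMSO as no toxicity.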
CCT chaperon mod: changes cytosolic chaperonin activity | 0.3% of 360,000 active | purified chaperonin ATPase assay, HTRF ADP detection, 30 min | activity change, % (no concentration beside the values), hits read low; in the data active = activity change below about -30%; also: % is scaled to controls: 0 for no effect and ±100 for the full control effect
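TRiC at 40 or 20 nM final (batch-dependent) in 30 mM Tris pH 7.4, 100 mM KCl, 5 mM MgCl2, 1 mM DTT, with compound at single 76 uM and 10 uM ATP, 30 min at 37 deg C. ADP detected by HTRF Transcreener, 665/615 ratio.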
Nrf2 inh: inhibitors of Nrf2 signaling. A549 ARE-Fluc reporter, luciferase luminescence, 18-24 h. Potency, µM (series often up to 46 µM), for the others: top-dose activity change, negative = inhibition, actives largely listed as inhibitors. AID 504444. 2.1% of 360,000 active; also: potency is read from the fitted curve at half-maximal effect; % is scaled to controls: 0 for no effect and ±100 for the full control effect; nearly all actives have a fitted effect of over 60% in size
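Quantitative HTS in A549 cells stably bearing an antioxidant response element-firefly luciferase construct. Inhibition of Nrf2-driven transcription was scored by luminescence after 18-24 h of compound exposure at 37 °C.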
An asterisk follows results filed as active; i = inactive; ? = inconclusive; · = not tested or not shown; & = joins results of further samples; [ ] = another dose, or the depositor's remark. Unless noted, calls follow the shape of the dose curve; as a rule, active = well fitted curve in the direction sought with a large enough effect; inconclusive = small, poorly fitted or top-dose-only effect, or another doubt; inactive = no such curve, though single readings can be large; an effect the other way counts as inactive or inconclusive.

SMILES	MmCpn inh	pAkt inh	A549 tox	Nrf2 ARE act	TGFb SMAD3 inh	ATXN viability	HepG2 viability	CCT chaperon mod	Nrf2 inh
O=C(Nc1nc2nccc(-c3ccccc3)n2n1)c1ccc(F)cc1	0%	i	1%	-0.4%	-3%	i	1%	-1.2	6%
Cc1ccc(OCC(=O)O/N=C(\N)Cc2ccc(Cl)cc2)cc1	0%	i	-3%	-0.1%	-21%	i	-91%	0.0	7%
CCOC(=O)C(Cc1ccccc1)NS(=O)(=O)c1ccc(NC(C)=O)cc1 (configuration not stated)	1%	i	-6%	-0.4%	2%	i	-5%	0.1	19%
COc1ccc([N+](=O)[O-])cc1N(CC(=O)Nc1ccccc1C(=O)N1CCOCC1)S(C)(=O)=O	1%	i	-2%	-0.4%	0%	i	-45%	-1.8	-10%
CCC(=O)N1CCc2cc(Br)cc(S(=O)(=O)NCCN3CCCCC3CC)c21 (configuration not stated)	-1%	i	5%	-0.6%	0%	i	-1%	0.0	-12%
Cc1ccc(-c2c(NC(=O)C(C)C)n(C)c3ccccc3c2=O)cc1	-2%	i	-1%	-0.4%	-2%	i	15%	-2.3	1%
NS(=O)(=O)c1ccc(NC(=O)CN2C(=O)COc3ccc(Cl)cc32)cc1	·	·	-1%	-0.2%	1%	i	-12%	·	3%
COC(=O)c1ccncc1C(=O)Nc1ccc(F)cc1	2%	i	1%	0.3%	0%	i	2%	-1.0	-19%
COc1ccccc1N1CCN(C(=O)c2cc(-c3ccc4c(c3)OCO4)on2)CC1	0%	·	-5%	-0.4%	-38%	i	-1%	-2.1	·
O=C(NC(Cc1c[nH]c2ccccc12)C(=O)O)/C(=C/c1ccco1)NC(=O)c1ccccc1 (configuration not stated)	-3%	i	1%	-0.1%	-2%	i	-13%	-1.5	10%
CC1(C(=O)Nc2cnc3ccccc3c2)CCN1Cc1ccccc1OC(F)F (configuration not stated)	·	i	·	-1.7%	?	?	-30%	-1.6	·
COc1ccc(OC)c(NC(=O)CCc2c(C)nn(-c3ccc(N4CCCC4)nn3)c2C)c1	·	·	7%	7.6%	?	·	-24%	·	?
Cc1ccccc1N=C(NO)c1nonc1N	1%	i	1%	2.6%	-2%	i	-15%	1.1	8%
CCOc1ccccc1Oc1nc(C)nc2c1oc1ccccc12	·	·	?	4.7%	-18%	?	-16%	·	·
CC(=O)Nc1ccc(NC(=O)COC(=O)C2CCC(C(C)(C)C)CC2)cc1 (configuration not stated)	3%	i	11%	-0.1%	-18%	i	-5%	-2.3	8%
CCN(CC)CCN1C(=O)C(=O)/C(=C(/O)c2ccc(S(=O)(=O)N3CCOCC3)cc2)C1c1ccc(Cl)cc1 (configuration not stated)	0%	i	-1%	0.4%	4%	i	4%	0.6	3%
C[C@H](CO)N1C[C@H](C)[C@@H](CN(C)C(=O)Nc2ccc3c(c2)OCO3)Oc2ccc(NC(=O)CCC(F)(F)F)cc2C1=O	2%	i	0%	0.2%	-8%	i	6%	-3.6	-3%
CC(C)(C)C(=O)c1sc(Nc2ccccc2)nc1N	0%	i	-4%	6.0%	?	i	-37%	-2.0	?
Nc1nc2nc(-c3ccc(Cl)cc3)cc(C(F)(F)F)n2n1	-1%	i	3%&4%	0.5%&3.9%	?	i	-25%&-1%	1.2	9%&18%
C[C@@H]1CN([C@@H](C)CO)C(=O)CCCn2nncc2CO[C@@H]1CN(C)C(=O)Cc1ccccc1	·	i	·	-0.4%	-9%	i	-7%	0.2	·
COc1c[nH]n(-c2ccccc2)c(=O)c1=O	·	i	3%	-1.0%	5%	i	-4%	0.8	9%
CC1CC1C(=O)OCC(=O)Nc1cccc(S(=O)(=O)NC2=NCCCCC2)c1 (configuration not stated)	0%	i	-7%	-0.6%	13%	i	9%	-3.1	-1%
CCc1cc2c(C)ccc(C)c2nc1SCC(=O)Nc1c[nH]c(=O)[nH]c1=O	-5%	i	-19%	1.7%	5%	?	-10%	0.5	?
CCOC(=O)N1CCN(C(=O)c2ccc3c(c2)NC(=O)/C(=C\c2ccc(OC)c(OC)c2)S3)CC1	0%	·	-21%	5.9%	?	i	-35%	-0.1	2%
CCCCCCc1nc2c(=O)[nH]c3ccccc3c2o1	-1%	-87%*	1%	-0.6%	-5%	i	-20%	-3.3	21%
Cc1cc([N+](=O)[O-])ccc1NCc1cccc2ccccc12	·	i	?	2.8%	-24%	i	-10%	-5.4	15µM*
CC(C)(C)C(=O)N1NC(=Nc2ccccc2)SC1(C)C	0%	i	1%	0.6%	12%	i	13%	-0.4	-3%
O=C(O)C1OC(C(=O)O)C(C(=O)O)C1C(=O)O (configuration not stated)	·	i	-6%	-0.5%	0%	i	-18%	-0.7	-9%
O=C(C/C=N\OCc1ccc(Cl)cc1Cl)Nc1ccccc1	-2%	i	3%	-0.1%	-7%	i	-15%	-0.4	1%
O=C(CCCOc1ccccc1)NCc1ccco1	-1%	i	0%	-0.8%	-1%	i	-9%	-1.5	8%
C=CCC[C@H](Cc1ccc(F)cc1)C(=O)O[C@H](CNC(=O)[C@@H](CC=C)CC(=O)N(CCO)Cc1ccccc1)c1ccccc1	-2%	i	?	-2.0%	?	22µM*	-58%	-5.9	?
COC1OC2COC(c3ccccc3)OC2C(=O)C1NC(=O)c1ccccc1 (configuration not stated)	·	i	0%	0.2%	?	i	2%	-0.8	23%
Cc1ccc(OCC(=O)Nc2ccc(-c3nc4ccccc4o3)cc2)c(C)c1	·	·	2%	6.7%	-2%	i	10%	·	5%
Cc1cccc(C)c1OCC(=O)NNC(=O)CCNC(=O)c1ccc(Br)cc1	2%	i	1%	-0.7%	-17%	i	-25%	-6.3	-3%
Cn1c(CN2CCCCC2)nc2cc(NC(=O)c3ccccc3Cl)ccc21	-1%	i	4%&-5%	-0.5%&-1.0%	-45%&-7%	i	-11%&-18%	0.0	4%&-1%
Cc1ccc(NC(=O)C2(C)CCN2C(=O)Cc2ccc(-c3ccccc3)cc2)cc1 (configuration not stated)	·	i	·	1.2%	?	i	-20%	-0.2	·
O=C(NCC1CCOCC1)c1ccc(-c2ccc(F)c(F)c2)c2ccoc12	·	i	·	3.1%	-12%	i	-20%	0.8	·
CS(=O)(=O)Nc1ccc(C(=O)Nc2ccccc2C(=O)N2CCCC2)cc1	-2%	i	-4%	0.4%	-15%	i	-4%	0.0	-6%
COc1ccc(C=NNc2nc3ccccc3s2)cc1	·	i	0%	1.8%	-2%	i	-27%	-2.4	?
CCN1CCN(S(=O)(=O)c2ccc(C(=O)Nc3sc4c(c3C(N)=O)CCN(CC)C4)cc2)CC1	-2%	i	?	0.0%	7%	i	-15%	-1.3	7%

Single values from the results shown.
Under Nrf2 inh, O=C(CCCOc1ccccc1)NCc1ccco1 has 8%
Under MmCpn inh, COc1ccc([N+](=O)[O-])cc1N(CC(=O)Nc1ccccc1C(=O)N1CCOCC1)S(C)(=O)=O has 1%

Additional results follow.
SMILES	MmCpn inh	pAkt inh	A549 tox	Nrf2 ARE act	TGFb SMAD3 inh	ATXN viability	HepG2 viability	CCT chaperon mod	Nrf2 inh
Cc1ccc(C)c(NC(=O)c2cnn(-c3ccccc3)c2C)c1	2%	i	6%	-0.3%[9.22 µM]	5%	i	-25%	1.5	-15%
Cc1nn(Cc2ccccc2)c(C)c1NC(=O)c1cc(-c2cccs2)on1	1%	i	3%	0.7%	?	i	18%	-1.5	?
COc1ccc(NC(=O)c2noc3c2CCCCC3)cc1	3%	i	4%	8.8%	7%	i	-12%	-1.0	?
CCCCN(C(=O)c1ccco1)c1c(N)n(CCC)c(=O)[nH]c1=O	0%	i	4%	-0.1%	22%	i	-76%	-1.7	-15%
CCN(CC)C(=O)c1c(C)[nH]c(=S)c(C#N)c1-c1ccco1	-2%	i	0%	1.7%	-25%	i	3%	0.3	7%
c1ccc2c(c1)[nH]c1c(N3CCCC3)ncnc12	1%	i	-9%	4.6%	-10%	i	0%	2.0	·
Cc1cc(N2CCCCC2)n2nc(C)c(-c3ccccc3)c2n1	-2%	i	-10%	6.0%	-10%	i	3%	0.3	·
CC[C@]1(C(=O)OC)[C@H]2C(=O)N(C)C(=O)[C@H]2[C@H]2CN=C(SC)N21	·	i	-2%	0.2%	-3%	i	-1%	-0.3	-10%
OC(c1ccc(F)c(F)c1)c1nc(-c2csc3ccccc23)cs1 (configuration not stated)	·	i	·	1.3%	?	i	-32%	-1.0	·
CC1CCN(CCCNC(=O)c2ccc(CSCc3cccc(Cl)c3)o2)CC1	1%	i	-13%	-0.9%	28%	?	-46%	-1.7	13%
CC(C)C(=O)NNC(=O)CC(=O)Nc1ccccc1C(=O)O	1%	i	2%	0.0%	3%	i	2%	-0.9	1%
CNC(=O)c1c(NC(=O)CCS(=O)(=O)c2ccc(C)cc2)sc(C)c1C	1%	i	5%	12%	-3%	i	-1%	-0.4	-7%
O/N=C(\c1ccc(Cl)cc1)c1ncc(C(F)(F)F)cc1Cl	-1%	i	15%	2.4%	?	i	-64%	1.4	-5%
COc1ccc(OC)c(NC(=O)C2CC(/C=C/c3ccccc3)=NO2)c1 (configuration not stated)	1%	i	2%	-0.8%	1%	i	-26%	-0.2	2%
O=C(NCC(c1ccco1)N1CCc2ccccc2C1)c1ccc([N+](=O)[O-])cc1 (configuration not stated)	-5%	i	1%	3.9%	?	i	-2%	-4.2	-15%
OC[C@@H]1CN(Cc2cccc(C(F)(F)F)c2)C[C@H](n2cnc3c(NCc4ccncc4)ncnc32)O1	·	i	·	-0.5%	-4%	i	-19%	-1.3	·
O=C(NCc1cccnc1)c1ccc(-c2cccc(Cl)c2Cl)o1	-7%	i	7%	3.9%	2%	i	9%	0.8	2%

Screening results deposited in PubChem by National Center for Advancing Translational Sciences (NCATS).
